Bioassay records as filed in PubChem.
Cardiac RTF inh: cardiac RTF calcium desensitization. P19429+P45379. IANBD-labeled cardiac RTF, Ca2+ fluorescence. inhibition, % at 7.15 µM. 340,000 compounds, 0.12% hits. AID 493244;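 active means inhibition above the mean inhibition of all tested compounds plus 3 SD, cut at about 17% in these data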;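 further: assay run at fixed EC70 calcium of 1.6 mM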
SR-BI HDL uptake: inhibitors of mouse SR-BI mediated HDL lipid uptake; inhibition, % at 12.5 µM; ldlA[mSR-BI] CHO cells, DiI-HDL uptake fluorescence, 3 h; 320,000 compounds, 0.96% hits;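 active means mean replicate inhibition of at least 70% and a set share of replicates each scoring 70 or more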;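 further: 0% = median of neutral control wells and 100% = median of positive control wells; values of inactives mirror those of a sister screen read the other way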
PvdQ acylase: P. aeruginosa PvdQ acylase inhibition. purified PvdQ acylase, fluorescence plate reader. inhibition, % at 10 µM. 340,000 compounds, 0.063% hits; in the data active means inhibition above about 30%, passing the limit was not always enough;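 further: 0% = vehicle neutral wells and 100% = reference inhibitor wells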
C-LANA FP: inhibitors of KSHV LANA C-terminal domain DNA binding; MBP-C-LANA/FAM-LBS DNA binding, fluorescence polarization; inhibition, % at 9 µM; 340,000 compounds, 0.078% hits; AID 504423;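 active means highest replicate inhibition at or above 60% at 9 µM, even if other replicates fall short; inactive means all replicates below 60% inhibition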;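 further: 0% = neutral control wells and 100% = 4 µM acridine orange control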
Arr AP2 block: human beta-arrestin and AP2 interaction inhibition; FITC-arrestin peptide / GST-AP2 beads, flow cytometry; AP2 beta2 appendage carries R879A mutation; inhibition, % at 10 µM; 340,000 compounds, 0.31% hits; AID 504490;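 active means inhibition above a set limit, near 3 SD of compounds lacking own fluorescence, cut at about 54% in these data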;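 further: plate controls were DMSO wells for no effect and 5 µM unlabelled arrestin peptide for full effect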
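test system = AP2 appendage R879A on GSH beads | buffer or medium = PBS plus Tween 20 (0.05%) and BSA (0.1%) | incubation = 12 min plus 1 h, RT | detection = bead flow cytometry, FITC channel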
NSD2 inh: blocks human histone methyltransferase NSD2 | O96028 | NSD2 peptide methylation, AlphaScreen, 120 min | inhibition, % at 12.5 µM | 310,000 compounds, 0.54% hits | AID 743445; in the data active means inhibition above about 50%
Keap1 Nrf2 FP: inhibitors of human Keap1-Nrf2 protein-protein interaction | Q14145 | Keap1 Kelch-Nrf2 peptide fluorescence polarization, 1536-well | inhibition, % at 9.4 µM | 340,000 compounds, 0.15% hits; in the data active means inhibition above about 12%;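 further: human Keap1 Kelch domain with fluorescein labeled Nrf2 9mer peptide probe; 0% = neutral control wells and 100% = peptide positive control; higher means more block of Keap1 binding to Nrf2 peptide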
SR-BI uptake up: activators of SR-BI mediated HDL lipid uptake; AID 504775; CHO ldlA[mSR-BI] cells, DiI-HDL uptake fluorescence, 3 h; 100 = double the neutral-control signal; activation, % at 12.5 µM; 320,000 compounds, 0.096% hits;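 active means mean replicate activation of at least 60% and every replicate at or above 60%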;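 further: 0% = median plate neutral-control signal and 100% = twice that signal; values of inactives mirror those of a sister screen read the other way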
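System: CHO ldlA[mSR-BI] cells / Medium: HEPES-buffered (25 mM, pH 7.4) F12 plus 0.5% BSA / Probe or stimulus: labelled HDL, 10 µg/mL / Doses: single compound concentration, delivered by pin transfer / Schedule: 3 h, 37 °C / Measured by: DiI fluorescence, bottom read / Measure: cell-associated DiI fluorescence as measure of HDL uptake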
PKA-R2B act: activators of human PKA-R2B complex; AID 504700; P22694+P31323; PKA-R2B holoenzyme dissociation, Cy5-IP20 fluorescence polarization; R2B truncated from residue 108, S112A mutant; 0% DMSO only, 100% 113 µM cGMP; 340,000 compounds, 0.079% hits; activation, % at 11.4 µM;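 active means activation above a cutoff set at the mean over all compounds plus 3 SD, cut at about 18% in these data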;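 further: higher means more holoenzyme dissociation and a rise in polarization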
Target sequence (P31323 whole entry, looked up, other chains not shown, the tested form may be a part): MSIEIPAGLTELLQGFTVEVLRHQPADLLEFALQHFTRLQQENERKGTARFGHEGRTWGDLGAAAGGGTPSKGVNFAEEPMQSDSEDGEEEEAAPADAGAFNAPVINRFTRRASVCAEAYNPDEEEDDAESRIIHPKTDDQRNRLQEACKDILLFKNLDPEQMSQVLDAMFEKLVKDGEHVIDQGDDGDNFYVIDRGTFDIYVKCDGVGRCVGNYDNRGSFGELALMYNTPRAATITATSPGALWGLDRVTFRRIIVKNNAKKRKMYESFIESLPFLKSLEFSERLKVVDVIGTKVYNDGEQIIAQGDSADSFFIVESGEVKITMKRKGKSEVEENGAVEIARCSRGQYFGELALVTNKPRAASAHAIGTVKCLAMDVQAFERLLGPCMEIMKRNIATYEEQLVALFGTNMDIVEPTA
DAGLB inh: diacylglycerol lipase beta (human) inhibition. Q8NCG7. HEK293T DAGLB membrane lysate, EnzChek fluorogenic substrate. 340,000 compounds, 0.059% hits. inhibition, % at 5.17 µM; in the data active means inhibition above about 34%;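 further: 0% = enzyme with vehicle and 100% = wells lacking enzyme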
Target sequence (Q8NCG7 whole entry, looked up): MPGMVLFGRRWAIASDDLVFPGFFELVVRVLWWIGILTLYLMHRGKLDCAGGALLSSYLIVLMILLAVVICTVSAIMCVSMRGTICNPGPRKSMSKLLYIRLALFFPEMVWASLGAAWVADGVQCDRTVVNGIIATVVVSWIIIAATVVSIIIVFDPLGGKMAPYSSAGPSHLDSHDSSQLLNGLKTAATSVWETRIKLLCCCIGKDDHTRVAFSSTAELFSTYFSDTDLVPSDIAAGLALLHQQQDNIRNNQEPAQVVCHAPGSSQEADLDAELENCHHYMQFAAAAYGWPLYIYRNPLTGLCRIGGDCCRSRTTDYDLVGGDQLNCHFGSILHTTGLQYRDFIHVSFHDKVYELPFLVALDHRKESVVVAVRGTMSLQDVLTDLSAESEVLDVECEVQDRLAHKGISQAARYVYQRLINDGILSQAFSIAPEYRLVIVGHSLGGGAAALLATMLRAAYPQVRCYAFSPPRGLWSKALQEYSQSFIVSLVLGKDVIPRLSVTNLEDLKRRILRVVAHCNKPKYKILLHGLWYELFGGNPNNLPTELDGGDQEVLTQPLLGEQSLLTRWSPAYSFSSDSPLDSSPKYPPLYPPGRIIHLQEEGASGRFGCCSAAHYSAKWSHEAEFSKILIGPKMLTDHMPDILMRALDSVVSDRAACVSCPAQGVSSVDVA
* = called active by the depositor; . = no result given; & = joins results of further samples.

SMILES	Cardiac RTF inh	SR-BI HDL uptake	PvdQ acylase	C-LANA FP	Arr AP2 block	NSD2 inh	Keap1 Nrf2 FP	SR-BI uptake up	PKA-R2B act	DAGLB inh
COc1ccc(CCNC(=O)Cc2ccc([N+](=O)[O-])cc2)cc1OC	-1	1	-7	0.4	31	-1	6	-1	9	1
O=C(Nc1ccc(OC(F)F)cc1)c1cc(S(=O)(=O)N2CCCCC2)ccc1N1CCOCC1	-1	6	-7	-0.4	7	1	2	-6	-6	-1
COc1ccc(/C=N/n2c(COc3ccccc3)n[nH]c2=S)cc1OC	5	-7	-10	3.6	-9	5	-2	7	1	5
Cc1ccc(S(=O)(=O)N(C)CC(=O)NCCCc2ccccc2)cc1	-5	-1	-12	0.6	5	0	-4	1	0	-2
O=C(Nc1ccccc1Cl)N1CCN(Cc2ccc3c(c2)OCO3)CC1	-7	19	-19	0.6	-13	0	-1	-19	-11	-6
O=C(Cc1ccccc1)NCC(=O)Nc1cc(Cl)ccc1Cl	-16	-3	-18	-0.3	-3	-3	-1	3	-8	-1
CC(=O)N=Nc1[nH]c(N)c2ccccc12	-6	1	19	-1.9	-5	0	5	-1	-1	0
CCC/C(O)=C1\C(=O)CC(C)(C)CC1=NCc1ccccc1	-5	5	-12	3.4	-1	-3	-4	-5	1	-1
COc1ccc(S(=O)(=O)N2CCC3CC2c2cc(N4CCOCC4)ccc23)cc1 (configuration not stated)	-4	5	-16	0.3	-5	.	2	-5	0	-3
CCn1c2ccccc2c2cc(NC(=O)C(C)Oc3ccccc3)ccc21 (configuration not stated)	3	36	-8	0.8	4	25	-5	-36	1	-8
Cc1ccc(S(=O)(=O)N2CCN(C(=O)CN3C(=O)CNC3=O)CC2)cc1	4	-3	-9	0.7	5	0	-5	3	9	0
O=C(NC(=S)NC1CCCCC1)c1ccc(F)cc1	-5	3	-13	-0.3	-8	-2	-5	-3	-9	-8
CCCCCCn1cnc2c(c1=O)c1nc3ccccc3nc1n2/N=C/c1ccco1	0	-8	-2	1.7	11	5	1	8	-2	1
CCOC(=O)c1cc(-c2ccccc2)n(CCC(=O)O)c1C	0	-16	-12	-3.0	-2	9	-2	16	-2	-1
O=C(CCc1nc2ccccc2s1)OCc1ccccc1F	5	-31	0	0.0	14	-4	-2	31	-3	-7
CNc1c(NS(=O)(=O)c2ccc(OC)cc2)c(=O)oc2ccccc12	-2	13	-22	0.5	-6	-6	-7	-13	-11	0
CC(C)(C)c1ccc(-c2nnc(SCC(=O)c3ccc4c(c3)OCCO4)o2)cc1	-7	-34	-17	-2.3	3	-3	1	34	6	-1
O=C1c2cccc3cccc(c23)C(=O)N1OS(=O)(=O)c1ccc(Br)cc1	3	-3	-4	-3.6	-6	4	2	3	2	3
CC1CC(=O)N(CC(=O)N2CCCC2)c2ccccc2S1 (configuration not stated)	-5	6	-6	-0.3	-3	-3	-7	-6	-7	0
CCCNC(=O)CCn1nc(-c2ccccc2)c2ccccc2c1=O	0	-32	10	-3.8	24	1	-1	32	-1	-3
CC(NC(=O)COC(=O)c1cc(NS(=O)(=O)c2ccc(Cl)c([N+](=O)[O-])c2)ccc1O)C1CC2CCC1C2 (configuration not stated)	-2	-11	-7	1.9	-6	1	1	11	-6	5
C[C@H]1COC(=O)[C@H](Cc2ccc(F)cc2)C/C=C\C[C@@H](CC(=O)NCCO)C(=O)N1	0	-16	-13	0.5	6	.	-1	16	-6	3
CC1(C)CNC(=O)c2sc(NC(=O)c3ccccc3Cl)nc2C1	0	17	-11	-0.1	-18	.	0	-17	-9	-1
C#CCOCCOCCOCCNc1nc(N2CCN(C(=O)CCCCCCCCCCNC(=O)[C@@H]([C@H](C)O)n3cc(C)nn3)CC2)nc(N2CCN(C(=O)CCCCCCCCCCNC(=O)[C@@H]([C@H](C)O)n3cc(C)nn3)CC2)n1	-2	14	-8	0.6	7	.	1	-14	-3	-1
O=C(CSC1=NS(=O)(=O)c2ccccc2N1)NCc1ccc(F)cc1	-1	-16	-7	0.0	-8	-1	0	16	-7	1

Going on with the list:
SMILES	Cardiac RTF inh	SR-BI HDL uptake	PvdQ acylase	C-LANA FP	Arr AP2 block	NSD2 inh	Keap1 Nrf2 FP	SR-BI uptake up	PKA-R2B act	DAGLB inh
CN1CCN(NC(=O)c2cccc(F)c2)CC1	-9	.	-3	0.0	4	.	-3	.	-9	0
Cc1ccc(C23CC4CC(CC(C(=O)NC(C)C)(C4)C2)C3)cc1	4	-36	-15	-1.5	1	-4	-7	36	-9	-10
O=c1cc(/C=C/c2cccs2)[nH]c2ccccc12	2	-6	-4	-1.4	2	1	-2	6	0	0
Cc1ccc(N2CN(Cc3ccco3)CNC2=S)cc1	-4	2	4	0.3	-9	1	-3	-2	0	0
CC(C)CC(NC(=O)C(NC(=O)OC(C)(C)C)C(C)C)C(N)=O (configuration not stated)	5	-10	-3	2.1	23	-4	4	10	-2	1
Cc1oc(=O)cc(OCc2ccccc2)c1C	-1	.	-8	-0.4	5	.	-1	.	0	-1
COc1ccccc1OCC(=O)NCC1CCCN(Cc2cnn(C(C)C)c2)C1 (configuration not stated)	0	-7	-11	0.9	39	-2	-1	7	0	1
COc1ccc(NCc2nnc(SCCN3CCCCC3)n2-c2ccc(C)cc2)cc1	-7	8	-11	0.2	21	10	0	-8	-5	0
CCCCSc1nc2c(cc1C#N)CCC2	-6	-24	-11	-2.5	2	-3	-5	24	-6	-11
CCCOc1ccc(NC(N)=O)cc1OCCC	-6	-7	-6	-0.1	-6	3	-2	7	-2	1
COc1ccc2nc(SCc3cccc(C)c3)nc(C)c2c1	-11	-1	16	0.8	9	-1	1	1	-2	-12
COc1ccc2nc(SCc3nc(N)nc(Nc4ccccc4)n3)[nH]c2c1	-2	39	-5	-1.3	0	-1	-1	-39	0	3
Cc1cccc(N2CCN(C(=S)Nc3ccc4nc(N5CCN(C)CC5)cc(C)c4c3)CC2)c1C	4	89*	-9	-1.1	-16	.	-3	-89	-2	0
CN(C)c1ccc(/C=C2\SC(=O)N(CCc3nnc(N)s3)C2=O)cc1	-36	.	13	-2.0	14	0	-4	.	-4	0
COc1ccc(N2CCN(C(=O)c3cccc(NS(=O)(=O)c4cccc(F)c4)c3)CC2)cc1	-2	-3	-1	-0.8	29	8	-3	3	-2	-1
CCOC(=O)N1CCN(C(=O)/C(=C/c2cccc3ccccc23)NC(=O)c2ccc(OC)cc2)CC1	4	24	-2	0.0	1	3	-2	-24	-11	3
CC[C@@H](C)[C@@H]1CN([C@@H](C)CN2CCC[C@H]2CN2C(N)=NC[C@@H]2Cc2ccccc2)C(=N)N1CCc1ccc(Cl)c(Cl)c1	2	-21	-7	-1.5	28	.	-3	21	8	2
O=C(NCc1ccco1)c1cc(-c2cccnc2)nc2ccccc12	5	5	-5	1.5	7	2	-3	-5	0	1
CN(Cc1nc(-c2ccccc2)no1)C(=O)c1ccc2c(c1)OCO2	0	-34	10	1.2	10	-1	0	34	-11	-5
CCOc1ccc(N(CC(=O)Nc2ccc(OC)cc2)S(=O)(=O)c2c(C)noc2C)cc1	-5	9	-4	-0.8	18	.	5	-9	0	-3
COc1ccc(C2CC(=O)Oc3cc(OC)ccc32)cc1 (configuration not stated)	-6	-9	-7	0.3	17	.	-4	9	-9	-3
COc1ccc(S(=O)(=O)Nc2ccc3c(c2)C(=O)N([C@@H](C)CO)C[C@H](C)[C@H](CN(C)S(=O)(=O)c2ccc(F)cc2)O3)cc1	-2	2	-8	2.0	-19	.	3	-2	-3	1
CCOC(=O)c1c(NC(=O)c2ccccc2Cl)sc2c1CCc1ccccc1-2	2	56	4	-2.3	3	.	3	-56	-17	-26
COc1ccc(N2CCN(C(=O)CSc3nnc4c(C)cc5cc(C)ccc5n34)CC2)cc1	-7	27	-5	-1.7	3	0	0	-27	-7	2
COc1ccc(OC)c(CCNC(=O)Cn2nc(C)c3c(C)n(-c4ccccc4)nc3c2=O)c1	-5	13	2	6.7	9	2	3	-13	8	1

More entries follow:
SMILES	Cardiac RTF inh	SR-BI HDL uptake	PvdQ acylase	C-LANA FP	Arr AP2 block	NSD2 inh	Keap1 Nrf2 FP	SR-BI uptake up	PKA-R2B act	DAGLB inh
COCCCN1CC23C=CC(O2)C(C(=O)O)C3C1=O (configuration not stated)	-2	-12	-3	-1.9	13	.	4	12	-6	4
O=C(O)COCC(=O)N1CCN(c2cc(C(F)(F)F)nc3ccccc23)CC1	-4	-22	4	0.4	-10	1	0	22	1	-2
O=C(OCCNC(=O)c1ccc2ccccc2n1)c1ccc(F)cc1	0	1	4	0.3	-6	-5	0	18	-4	-10
Cc1nnc(NC(=O)CC23CC4CC(CC(C4)C2)C3)s1	-5	4	-9	-0.5	1	.	-4	-4	-3	2
C/C(N)=C(/C#N)C(=O)CSc1nnc(COc2ccccc2Cl)o1	-2&6	-10&-16	-8&-5	-1.8&-0.5	23&-10	0&5	-1&7	10&16	1&0	0&-2
O=C(Nc1cccnc1)c1cc(S(=O)(=O)N2CCCCC2)c(Cl)cc1Cl	-11	.	-15	-1.1	1	.	2	.	-16	0
COc1ccccc1NC(=S)Nc1ccc2cn[nH]c2c1	-2	-16	-5	-0.6	17	4	-3	16	-7	-4
Cc1cccc(NC(=O)CN(c2ccc(F)cc2)S(C)(=O)=O)c1	1	5	-1	0.1	13	-3	0	-5	-8	1
COCCNC(=O)c1ccc2ccccc2n1	5	-18	2	2.3	0	-2	-1	18	-10	-4
O=C(Cn1cc(C(=O)c2cccs2)c2ccccc21)NCc1ccc2c(c1)OCO2	6	39	-5	0.2	-4	.	1	-39	-8	0
CCCC(=O)Nc1ncnc2c1ncn2[C@@H]1O[C@@H]2COP(=O)(O)O[C@H]2[C@H]1OC(=O)CCC	-13&-1	1&2	-7&-24	-6.8&-0.9	13&-1	.	-2&-7	-1&-2	33*	5&4
Cc1ccc(CNC(=O)CCC2CCCN(C(=O)c3ccc4c(c3)OCO4)C2)o1 (configuration not stated)	-5	.	0	1.6	-10	2	-1	.	1	-1
O=C(NCc1ccc(OC(F)(F)F)cc1)c1cccc2c1C(=O)c1ccc(N3CCC(Cc4ccccc4)CC3)cc1S2(=O)=O	-8	37	9	18	11	.	-9	-37	7	0
O=C(CCn1cnnn1)Nc1ccc(Cl)cc1Cl	-11	-9	-9	1.4	-6	7	5	9	-4	2
O=C(Nc1ccc2oc(-c3ccccc3)nc2c1)C1CCCO1 (configuration not stated)	10	-2	0	0.8	37	-2	-2	2	3	-3
Cc1cc(C2C(=O)CC(=O)CC2c2ccccc2)on1 (configuration not stated)	-8	-29	-15	-1.7	4	2	-8	29	-1	4

Two entries from above, in CSV form:
SMILES,Cardiac RTF inh,SR-BI HDL uptake,PvdQ acylase,C-LANA FP,Arr AP2 block,NSD2 inh,Keap1 Nrf2 FP,SR-BI uptake up,PKA-R2B act,DAGLB inh
COCCCN1CC23C=CC(O2)C(C(=O)O)C3C1=O (configuration not stated),-2,-12,-3,-1.9,13,.,4,12,-6,4
O=C(O)COCC(=O)N1CCN(c2cc(C(F)(F)F)nc3ccccc23)CC1,-4,-22,4,0.4,-10,1,0,22,1,-2
